Vif-A3G inh: inhibitors of Vif-APOBEC3G interaction | HeLa A3G-eYFP + Vif (tagged APOBEC3G with the HIV-1 protein that degrades it), YFP fluorescence, overnight | 410,000 tested, 0.076% active | Q9HC16 | Potency, µM (titrated, usually from 46.1 µM), without a hit: at the highest dose activity, negative = active, hits mostly inhibitors | AID 602310;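 note: potency is the fitted concentration of half-maximal effect; % is set by controls: 0 for no effect and ±100 for the full control effect; nearly all actives have a fitted effect of over 60% in size; hits raise eYFP signal because A3G escapes Vif-driven loss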
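HeLa cells stably expressing Vif and C-terminally eYFP-tagged A3G, seeded overnight at 37 deg C, then exposed to compound by pintool overnight at 37 deg C. Rise in yellow fluorescence (Ex 488/Em 500-530, Acumen) marks blocked Vif-driven A3G degradation.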
D2 potentiator: positively modulates the human D2 dopamine receptor allosterically; potentiation, % at 10 µM; P14416; 340,000 tested, 0.34% active; HEK293 T-REx D2, calcium flux, EC20 dopamine potentiation;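 active = potentiation over 3 SD above the plate norm, cut at about 30% in these data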; note: 0% is about no effect
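Primary screen. Calcium kinetics in induced HEK293 T-REx D2 cells: compound pre-addition 180 s, EC20 dopamine, 180 s more.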
Vif-APOBEC3F blk: inhibitors of Vif-A3F interaction. 390,000 tested, 0.2% active. AID 602313. HeLa A3F-eYFP + Vif (tagged APOBEC3F with the HIV-1 protein that degrades it), YFP fluorescence increase. Potency, µM (doses to about 46.1 µM), without a hit: at the top dose activity, negative = active; note: potency is the fitted concentration of half-maximal effect; % of control where 0% means no effect; nearly all actives have a fitted effect of over 65% in size
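Fluorescence increase (Ex 488/Em 500-530) after overnight compound treatment at 37 deg C flags inhibition of Vif-driven A3F-eYFP loss in stable HeLa A3F-eYFP/Vif cells seeded overnight beforehand.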
D1 potentiator: human D1 dopamine receptor positive modulation. P21728. HEK293 TREx D1 cells, calcium flux, dopamine EC20 potentiation. potentiation, % at 10 µM. 360,000 tested, 0.036% active; in the data active = potentiation above about 30%; note: 0% is about no effect
D1 antag: blocks dopamine activation of the human D1 receptor; HEK293 TREx D1 cells, calcium flux, dopamine EC80; stronger effect = lower value; activity change, negative = inhibition, % at 10 µM; 360,000 tested, 3.2% active; in the data active = activity change below about -30%; note: % is set by controls: 0 for no effect and ±100 for the full control effect
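Cells carrying a force-coupled, tetracycline-inducible human D1 receptor report calcium flux. Each well gets a 10 s baseline, compound with 180 s monitoring, then an EC80 dopamine stimulus with a second 180 s kinetic read.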
RXFP1 antagonist: antagonists of human relaxin receptor RXFP1; AID 1259400; 350,000 tested, 0.59% active; HEK293-RXFP1, relaxin-stimulated cAMP HTRF, 30 min; stronger effect = lower value; Q9HBX9; activity change, negative = inhibition, % at 57.5 µM;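 active = activity change of -60% or lower, but not beyond a set lower limit; inconclusive = change between -60% and -40%, or beyond the set limit; inactive = change above -40%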; note: % is set by controls: 0 for no effect and ±100 for the full control effect
Target sequence (Q9HBX9 whole entry, looked up): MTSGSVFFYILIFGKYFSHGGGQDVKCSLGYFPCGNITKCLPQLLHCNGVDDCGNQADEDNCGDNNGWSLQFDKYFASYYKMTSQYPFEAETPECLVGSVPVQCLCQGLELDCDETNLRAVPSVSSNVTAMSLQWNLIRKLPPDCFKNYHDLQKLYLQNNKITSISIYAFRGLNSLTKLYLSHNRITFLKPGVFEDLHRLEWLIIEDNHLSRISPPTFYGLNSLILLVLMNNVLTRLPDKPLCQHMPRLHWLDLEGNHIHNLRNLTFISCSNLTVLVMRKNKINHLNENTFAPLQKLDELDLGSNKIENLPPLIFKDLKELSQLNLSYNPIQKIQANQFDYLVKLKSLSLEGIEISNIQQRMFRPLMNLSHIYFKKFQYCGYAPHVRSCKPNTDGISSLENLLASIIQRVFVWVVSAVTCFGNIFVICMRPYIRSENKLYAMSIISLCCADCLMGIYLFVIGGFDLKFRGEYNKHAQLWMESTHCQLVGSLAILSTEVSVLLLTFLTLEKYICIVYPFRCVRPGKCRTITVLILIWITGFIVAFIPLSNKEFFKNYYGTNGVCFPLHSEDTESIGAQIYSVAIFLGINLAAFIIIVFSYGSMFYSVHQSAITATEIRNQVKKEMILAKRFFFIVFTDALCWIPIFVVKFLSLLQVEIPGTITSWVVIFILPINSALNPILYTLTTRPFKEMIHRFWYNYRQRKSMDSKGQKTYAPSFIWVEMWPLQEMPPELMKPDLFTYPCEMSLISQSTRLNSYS
Glioma ERSR ind: inducers of ER stress response in human glioma cells. U87-MG GRP78 promoter luciferase reporter, 16 h. Potency, µM, without a hit: at the top dose activation, most hits filed as activators. 420,000 tested, 0.02% active. AID 602332; note: potency is the fitted concentration of half-maximal effect; series mostly up to about 76 µM; % of control where 0% means no effect; nearly all actives have a fitted effect of over 35% in size
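Stably transfected U87-MG glioma cells carrying a GRP78-based luciferase sensor; 16 h compound incubation. Luminescence end-point read 10 min after Bright-Glo addition at room temperature.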
D1 ag: human D1 receptor agonism; P21728; HEK293 T-REx D1 cells, calcium flux, agonist mode; activation, % at 2 µM; 360,000 tested, 1% active; AID 504660; in the data active = activation above about 30%; note: 0% is about no effect
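Agonism was scored from calcium flux recorded over 180 s (1 read/s) after pintool compound addition, following a 10-cycle baseline. Cells were inducible force-coupled HEK293 TREx D1, plated overnight at 30 C and loaded with no-wash calcium dye.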
RXFP1 ag: agonists of human relaxin receptor RXFP1 | 370,000 tested, 0.3% active | Q9HBX9 | HEK293T-RXFP1 cAMP TR-FRET, 30 min; response scale: percent of porcine relaxin response, buffer zero | AID 2676 | Potency, µM (doses to about 57.5 µM), for inactives: top-dose activation, actives largely listed as activators; note: potency is the fitted concentration of half-maximal effect; % is set by controls: 0 for no effect and ±100 for the full control effect; nearly all actives have a fitted effect of over 60% in size; many of its hits are not listed in these tables
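HEK293 cells stably expressing RXFP1, treated 30 min at 37C with compounds plus PDE4 inhibitor Ro 20174; cAMP measured by HTRF TR-FRET. Normalized to buffer and 29 nM porcine relaxin; EC50 by Hill fit.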
The depositor's hits bear a star; u = inconclusive; x = not tested or not shown. Unless noted, calls come from the whole dose curve; as a rule, active = well fitted curve in the direction sought with a large enough effect; inconclusive = small, poorly fitted or top-dose-only effect, or another doubt; inactive = no such curve, though single readings can be large; an effect the other way counts as inactive or inconclusive. Only part of the results is shown. The share of hits here may be higher or lower than overall.

molecule,Vif-A3G inh,D2 potentiator,Vif-APOBEC3F blk,D1 potentiator,D1 antag,RXFP1 antagonist,Glioma ERSR ind,D1 ag,RXFP1 ag
Cc1nnc(SCc2c(Cl)cccc2Cl)n(N)c1=O,1%,-8,14%,3,15,3,-3%,-3,-0.9%
CN(C)N1C(=O)CC(N2CCCC2)C1=O (centres undefined),2%,x,-3%,7,-7,-13,-3%,2,-0.3%
CCn1cc(C(=O)OCC(=O)NCc2ccc3c(c2)OCO3)c(=O)c2ccc(C)nc21,-1%,8,1%,2,-20,-11,-3%,1,1.6%
O=C(NCc1ccccn1)C(C(=O)c1ccc(F)cc1)n1ccccc1=O (centres undefined),-3%,2,-2%,-6,-4,5,1%,0,0.0%
CCOC(=O)c1ccc(NC(=O)CC2S/C(=N/N=C3/NC(=O)CS3)NC2=O)cc1 (centres undefined),-6%,-7,-2%,-4,12,3,-6%,4,-0.4%
CCOc1ccccc1C(=O)N1CCN(c2ccc(C(F)(F)F)cn2)CC1,3%,-4,-10%,4,-17,-5,-2%,5,0.8%
Cc1cc(C)nc(Sc2ncnc(N)c2[N+](=O)[O-])n1,u,-6,16%,-1,6,-9,-16%,2,0.3%
COc1ccc(C(=O)N(C)CCOc2ccc(Cl)cc2)cc1S(=O)(=O)N1CCCC1,-4%,x,-5%,x,x,7,-1%,x,x
COc1cc(OC)nc(Oc2ccc(N)c(C)c2)n1,-2%,-15,0%,-6,-4,8,-1%,5,4.5%
C#CCNC(=O)C1=C[C@H](C2CC2)C[C@H](OCCCCO)O1,-2%,3,-9%,5,-4,x,-2%,-3,0.0%
COc1cc2ccc(=O)oc2c(CC=C(C)C)c1OC,0%,1,-2%,-8,2,13,0%,2,6.3%
Cc1cc(NCCCn2ccnc2)n2c(nc3ccccc32)c1C#N,0%,7,-1%,-1,6,-12,-6%,2,6.0%
CC(C)(C)OC(=O)[C@H](Cc1ccccc1)NC(=O)c1nc[nH]c1C(=O)NCc1ccccc1,1%,-1,-11%,1,18,x,-6%,0,-0.3%
Cc1ccc(-c2cc(C(=O)N/N=C/c3ccoc3)c3ccccc3n2)cc1,u,-12,-9%,11,-18,6,1%,3,0.3%
CC12CCC(=O)N1C(C(=O)NNC(=O)COc1ccc(Br)cc1)CS2 (centres undefined),-1%,7,9%,-1,-15,-3,-1%,-1,0.7%
CCCCc1c(O)nc2sccn2c1=O,1%,-5,8%,-3,9,x,-3%,5,2.6%
CC(C)(C)C(=O)C[n+]1ccc(C(N)=O)cc1,3%,12,-5%,-8,-1,-1,-5%,1,0.4%
O=C(N/C(=C/c1ccc(Br)cc1)C(=O)N1CCCC1)c1cccs1,4%,x,-2%,3,-5,8,-4%,2,2.1%
COc1ccc(N2CCN(c3ncnc4c3nnn4Cc3ccccc3Cl)CC2)cc1,0%,12,-13%,-12,-42*,-5,2%,8,-1.1%
Cc1ccc(C(=O)N/C(=C\c2ccc(Cl)cc2)C(=O)NCCCN2CCOCC2)cc1,0%,8,9%,-2,6,-2,-2%,5,-0.6%

One compound at a time, from the list above:
`O=C(N/C(=C/c1ccc(Br)cc1)C(=O)N1CCCC1)c1cccs1` is entered as Vif-A3G inh: 4%; D2 potentiator: x; Vif-APOBEC3F blk: -2%; D1 potentiator: 3; D1 antag: -5; RXFP1 antagonist: 8; Glioma ERSR ind: -4%; D1 ag: 2; RXFP1 ag: 2.1%
`CC(C)(C)OC(=O)[C@H](Cc1ccccc1)NC(=O)c1nc[nH]c1C(=O)NCc1ccccc1` is entered as Vif-A3G inh: 1%; D2 potentiator: -1; Vif-APOBEC3F blk: -11%; D1 potentiator: 1; D1 antag: 18; RXFP1 antagonist: x; Glioma ERSR ind: -6%; D1 ag: 0; RXFP1 ag: -0.3%

(continued)
molecule,Vif-A3G inh,D2 potentiator,Vif-APOBEC3F blk,D1 potentiator,D1 antag,RXFP1 antagonist,Glioma ERSR ind,D1 ag,RXFP1 ag
Cc1nc(CC(=O)c2ccc(O)c(C)c2O)cs1,-1%,-3,2%,-1,9,1,-3%,6,-1.7%
COc1ccc(OC)c(CNc2ccc3c(c2)nc(C)n3C)c1,-1%,-20,4%,4,11,13,-1%,5,1.0%
CCOCCc1nnc(NC(=O)c2cc(OC)c(OC)cc2[N+](=O)[O-])s1,1%,-7,3%,10,2,4,-2%,2,2.9%
CCCN(CCC)CCCNC(=O)c1cn(-c2ccc(OC)cc2)c(=O)c2ccccc12,0%,-5,-7%,0,-15,0,-3%,2,-1.9%
CCOc1ccc(/C=C2\SC(=S)N(N3C(=O)C4CC4C3=O)C2=O)cc1 (centres undefined),5%,8,2%,-4,-3,u,-1%,7,3.8%
Cc1ccc(SC(C)C(=O)N2CCCC2)cc1 (centres undefined),2%,2,3%,-7,-35*,1,u,0,1.3%
COc1ccccc1C(=O)NCCC(=O)N1CC(=O)Nc2ccccc21,-1%,3,-3%,-4,10,0,-1%,2,0.8%
COc1ccc(NC(=O)c2nn(C)c3c2CS(=O)(=O)c2ccccc2-3)cc1Cl,0%,-2,2%,1,5,6,-1%,1,-3.2%
CSc1ccccc1NC(=O)c1cnc2sc(C)cn2c1=O,1%,-3,-6%,-3,2,-10,4%,0,1.8%
COc1ccc(NC(=O)C/C(C)=N/NC(=O)c2cnccn2)cc1,-7%,13,-4%,-5,9,-3,4%,3,1.2%
CCC1C/C(=C/c2cccs2)C(=O)/C(=C/c2cccs2)C1 (centres undefined),-27%,4,1%,2,9,x,-3%,11,1.5%
CC(=O)N(C)c1ccc(NC(=O)Cc2cccs2)cc1,3%,0,-8%,2,3,-9,3%,2,0.6%
CC1CCCCC1NC(=O)CCNC(=O)N1CC(=O)Nc2ccccc21 (centres undefined),1%,-1,-3%,-4,1,7,-5%,3,-3.3%
S=C(NCc1ccc(Cl)cc1Cl)Nc1ccccc1,3%,-2,u,-7,-31*,-11,-3%,26,2.3%
COc1ccc(Br)cc1/C=C1\Oc2ccccc2NC1=O,-2%,2,-5%,-2,-2,3,-8%,3,7.7%
Cc1cc2nc3n(c2cc1C)CC1CC(C(=O)NCC2CC2)N(C)C31 (centres undefined),-2%,2,0%,-3,-3,x,-1%,0,-2.4%
CC(C)(C)OC(=O)NCCc1nnc(S(=O)(=O)Cc2ccc(Cl)cc2Cl)o1,-27%,7,3%,-9,-1,-4,-17%,6,0.6%
O=C(Nc1cccc(OCC(=O)N2CCOCC2)c1)C1CCCCC1,0%,-1,1%,-3,6,-14,-4%,1,-0.4%
Cc1ccc(N(CC(=O)N2CCN(c3ccccc3)CC2)S(=O)(=O)c2c(C)noc2C)cc1,4%,-2,-21%,6,-11,x,-2%,0,2.8%
Cc1c(NC(=O)CSc2nccn2C)c(=O)n(-c2ccccc2)n1C,2%,10,3%,2,1,9,-3%,-1,-0.4%
COc1cc(/C=C/C(=O)Nc2cc(C(F)(F)F)ccc2Cl)cc(OC)c1OC,2%,12,5%,-4,30,-5,-4%,4,3.2%
Cc1cccc(C)c1NC(=O)CSc1nc(-c2cccs2)cc(C(F)(F)F)n1,-8%,-6,-6%,-1,-13,x,-2%,0,22%
CCN1CCN(c2nc(Nc3cccc(OC)c3)nc(N)c2[N+](=O)[O-])CC1,u,x,-21%,-5,9,2,3%,0,0.8%
Cc1ccccc1C(=O)OCCN(C)Cc1ccccc1,0%,-21,4%,-4,x,-6,-5%,4,4.1%
O=C(CSC(=S)N1CCSCC1)c1ccccc1,1%,-3,3%,-4,-2,6,-6%,5,-1.8%
CNC(=S)NNC(=O)c1ccc(N(C)C)cc1,0%,-1,-22%,0,-16,-8,6%,2,-1.8%
COc1ccccc1CNCc1cccs1,-3%,-12,-4%,3,9,3,0%,5,-2.1%
O=C(Nc1nnc(C2=COCCO2)o1)c1cccc([N+](=O)[O-])c1,-1%,-1,-10%,4,0,2,-3%,2,-2.5%
COC(=O)C1C(OC)=CC(=O)C2CCCCC21 (centres undefined),0%,x,-20%,x,x,-1,-6%,x,x
O=c1c2ccccc2nnn1CSc1ncnc2ccccc12,-1%,6,-2%,-6,-3,0,-3%,3,4.8%
CCOc1ccc(CCNC(=O)Cn2c(-c3cccs3)cc3cc(F)ccc32)cc1OCC,-30%,24,-4%,0,2,x,-6%,6,6.2%
Cc1sc2nc(SCC(=O)NCCCO)n(-c3ccccc3)c(=O)c2c1C,0%,1,-9%,-1,3,4,0%,0,-1.6%
CCOc1ccccc1C(=O)Oc1cc(C)[nH]c(=O)c1[N+](=O)[O-],-1%,2,-3%,-5,-5,x,-6%,2,-3.8%
O=C(NN=C1CCCC1)c1ccccc1OCc1ccc(Cl)cc1,0%,-6,10%,-5,-4,7,-2%,0,1.2%
COc1ccc(NC(=O)COC(=O)C2CCC2)cc1Cl,-5%,-4,-10%,4,-12,-7,-2%,3,2.7%
Cc1ccc(S(=O)(=O)c2nc(-c3ccco3)oc2SC(C)c2ccccc2)cc1 (centres undefined),2%,-15,6%,2,2,-4,-3%,5,-3.1%
Cc1cc(C)c2nc(NCc3ccccc3O)sc2c1,-5%,-2,-2%,3,-22,-4,7%,5,-3.0%
O=C(NC(Cc1ccccc1)C(=O)N1CCN(S(=O)(=O)c2ccccc2)CC1)c1ccccc1 (centres undefined),0%,x,-4%,x,x,0,-2%,x,x
O=Cc1c[nH]c2ccc(S(=O)(=O)N3CCCCC3)cc12,-1%,x,-1%,x,x,-5,-3%,x,x
COc1ccc(/C=C/C(=O)Oc2ccc(/C=N\NC(=O)c3ccc(F)cc3)cc2)cc1,-7%,-9,10%,-3,-4,2,-2%,1,-0.4%
CC(C)CC(C(=O)NC1CCCCC1)N(Cc1ccccc1)C(=O)c1snc(C(N)=O)c1N (centres undefined),-4%,9,-1%,-4,13,-30,-5%,4,-1.5%
Cc1cccc(NC(=O)C2CCCN(C(=O)Nc3ccc(F)cc3)C2)c1C (centres undefined),4%,-9,3%,-1,-29,-10,1%,5,2.7%
N#CC1CCN(c2ncccc2[N+](=O)[O-])CC1,0%,-3,3%,-4,6,-1,-1%,0,2.6%
